Assay outcomes as filed in PubChem BioAssay.
STAT1 act: activators of IFN-gamma induced STAT1 signaling. activation (% of control), % at 5.5 µM. NIH 3T3 STAT1-luciferase reporter, luminescence; 100% = IFN-gamma alone, no compound. 200,000 tested, 2.6% active. AID 932;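 active means activation above the screen-wide mean activation plus 3 SD, cut at about 130% in these data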;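 further: raw ratio to IFN-gamma control signal so 100% means no change and 0% no light; values of inactives mirror those of a sister screen read the other way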
RAM inhibit: blocks the yeast RAM network. S. cerevisiae dse1pr::URA3 reporter, 5-FOA growth OD615, 2 d; analog-sensitive cbk1-as2 kinase mutant strain. inhibition, % at 50 µM. 190,000 tested, 1.8% active;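 active means inhibition above a set limit, 3 SD over mean compound inhibition, cut at about 8.4% in these data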;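 further: 0% = DMSO-only wells with no growth and 100% = 10 µM 1-NA-PP1 full growth; inhibition rescues growth on 5-FOA so higher OD means more RAM inhibition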
FLuc inh counter: inhibits firefly luciferase, flagging false hits in luciferase inhibition screens | P08659 | ATPLite firefly luciferase biochemical luminescence, 10 min | inhibition, % at 10 µM | 200,000 tested, 1.5% active | AID 1006;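 active means inhibition above about 50% when tested at 10 µM, limit read from the data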
Target sequence (P08659 whole entry, looked up): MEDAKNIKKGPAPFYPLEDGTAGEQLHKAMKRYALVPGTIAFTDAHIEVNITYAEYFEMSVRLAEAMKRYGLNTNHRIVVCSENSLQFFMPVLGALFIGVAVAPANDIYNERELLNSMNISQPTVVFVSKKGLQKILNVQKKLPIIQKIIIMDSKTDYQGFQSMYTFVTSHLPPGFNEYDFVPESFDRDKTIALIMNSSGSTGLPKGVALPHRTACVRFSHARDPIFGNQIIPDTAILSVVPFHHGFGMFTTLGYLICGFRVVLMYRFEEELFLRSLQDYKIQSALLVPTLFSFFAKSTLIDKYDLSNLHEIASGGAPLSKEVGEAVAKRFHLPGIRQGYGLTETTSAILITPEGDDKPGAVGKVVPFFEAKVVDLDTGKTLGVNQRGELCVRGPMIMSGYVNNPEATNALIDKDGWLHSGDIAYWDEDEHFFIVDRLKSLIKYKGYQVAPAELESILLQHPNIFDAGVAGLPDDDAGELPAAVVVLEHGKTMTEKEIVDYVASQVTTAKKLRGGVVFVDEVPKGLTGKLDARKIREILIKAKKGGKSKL
Hsp70 act: transcriptional activators of Hsp70; HeLa Hsp70 promoter luciferase reporter, luminescence; scaled: vehicle 0, proteasome-inhibitor control 100%; activation, % at 10 µM; 200,000 tested, 0.04% active; AID 1203;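 active means activation above the mean across all tested compounds plus 3 SD, cutoff set per campaign, cut at about 5.5% in these data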;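 further: 100% = MG132 at 30 µM as the positive control and 0% = DMSO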
NF-kB expr up: raises NF-kB expression in human neuronal cells; NF-kB reporter expression; active compounds read high; fold change at 12.5 µM; 190,000 tested, 1.6% active; in the data active means fold change above about 3.3
STAT1 blocker: STAT1 signaling inhibition; 200,000 tested, 0.35% active; NIH 3T3 STAT1-luciferase reporter, IFN-gamma, luminescence; AID 920; inhibition, % at 5.5 µM;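 active means inhibition above a set limit, the mean inhibition across all tested compounds plus 3 SD, cut at about 34% in these data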;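 further: 0% = IFN-gamma with DMSO and 100% = IFN-gamma with 300 µM nifuroxazide; values of inactives mirror those of a sister screen read the other way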
STAT3 activator: activators of IL-6 induced STAT3 signaling. activation (% of control), % at 5.6 µM. U3A cells, IL-6 STAT3-luciferase reporter, luminescence; 100% = signal with IL-6 EC80 alone. 190,000 tested, 0.91% active. AID 871;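 active means activation above the screen-wide mean of compound activation plus 3 SD, cut at about 130% in these data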;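 further: 0% = background luminescence of wells with medium and substrate only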
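Material: STAT3-luciferase reporter U3A cells; Probe or stimulus: IL-6 (33 ng/mL); Incubation: compound pre-incubation 1 h before IL-6, then 6 h stimulation at 37 °C; Technique: luminescence from STAT3-driven luciferase reporter; Evaluation: % activation versus median of IL-6-stimulated wells; Controls: IL-6-only high control.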
APP 5'UTR act: activates APP 5'UTR luciferase reporter; SH-SY5Y APP 5'UTR luciferase reporter, luminescence; zero percent = DMSO vehicle wells; 190,000 tested, 1% active; activation, % at 2 µM;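 active means activation above a set limit, based on mean plus 3 SD of controls, cut at about 140% in these data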; further: values of inactives mirror those of a sister screen read the other way
STAT3 blocker: STAT3 signaling inhibition | U3A cells, IL-6 STAT3-luciferase reporter, luminescence; host cell line lacks STAT1 | 190,000 tested, 0.89% active | inhibition, % at 5.5 µM | AID 862;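 active means inhibition above the mean inhibition across all screened compounds plus 3 SD, cut at about 44% in these data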;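 further: 0% = DMSO only wells and 100% = 100 µM nifuroxazide control wells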
APP transl inh: APP translation inhibition; SH-SY5Y APP 5'UTR-luciferase reporter, luminescence; inhibition, % at 2 µM; 190,000 tested, 0.82% active; AID 1285;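 active means inhibition above a set limit, derived from the sample mean plus 3 SD, cut at about 45% in these data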; further: values of inactives mirror those of a sister screen read the other way
* = called active by the depositor; · = no result given.

SMILES	STAT1 act	RAM inhibit	FLuc inh counter	Hsp70 act	NF-kB expr up	STAT1 blocker	STAT3 activator	APP 5'UTR act	STAT3 blocker	APP transl inh
O=C(O)COc1ccc(/C=N/O)cc1Br	98.0	-0.4	-4.6	-0.2	1.1	3.8	103.7	-13.2	0.7	13.2
CCNC(=S)N1CCN(CCN=CC2=C(O)CC(c3cccs3)CC2=O)CC1 (stereo unspecified)	95.9	-0.7	-9.4	-0.4	1.06	4.5	98.2	-6.0	7.7	6.0
O=C(COC(=O)Cc1ccc(Br)cc1)NC1CCCCC1	105.8	1.6	-2.2	-0.1	1.22	-8.3	103.4	-9.7	-0.2	9.7
Cc1ccc2cc(/C=N/NC(=O)c3ccccc3O)c(Cl)nc2c1	96.7	7.8	4.0	-0.5	0.56	3.7	101.7	11.8	3.5	-11.8
S=c1[nH]nc(COc2ccccc2)n1/N=C/C(Cl)=C/c1ccccc1	87.1	4.5	-14.1	-0.2	1.65	14.2	105.4	7.4	-6.4	-7.4
O=C(N/N=C/c1ccc([N+](=O)[O-])o1)c1ccc(O)cc1	99.2	1.8	-1.4	-0.4	0.61	0.9	75.3	-25.4	30.3	25.4
N/C(=N\OC(=O)COc1ccccc1)c1ccc(Cl)cc1	111.4	4.5	2.3	-0.4	1.48	-12.5	102.1	15.0	-7.7	-15.0
CCCN(CCC)CCNC(=O)Cn1cnc2sc(C)c(S(=O)(=O)N3CCOCC3)c2c1=O	100.7	·	·	-0.3	·	-0.8	108.4	-1.0	-5.4	1.0
COc1cc(CCN2C(=O)c3cccc4cccc(c34)C2=O)c(S(=O)(=O)N2CCCCCC2)cc1OC	95.5	5.0	-2.2	-0.3	0.31	4.9	98.9	13.1	4.9	-13.1
C=CCc1ccc(OCCCCCN2CCOCC2)c(OC)c1	102.2	2.1	-4.7	-0.4	1.17	-2.4	97.3	-8.1	8.9	8.1
Cc1ccc(S(=O)(=O)NCC(=O)OCC(=O)N2CCc3ccccc32)cc1	103.6	0.9	-3.9	-0.1	1.21	-3.9	100.4	8.4	3.3	-8.4
CC(C)=NNc1nc(-c2ccc([N+](=O)[O-])cc2)cs1	117.9	0.9	3.4	0.0	1.49	-19.0	78.8	9.6	26.3	-9.6
O=C(C1CCC(CNS(=O)(=O)c2cccc3nsnc23)CC1)N1CC=C(c2ccccc2)CC1 (stereo unspecified)	75.8	3.0	-3.1	-0.4	0.65	26.7	93.7	-2.3	15.9	2.3
C#Cc1ccc([C@H]2C=C(C(=O)N3CCN(Cc4ccc5c(c4)OCO5)CC3)O[C@@H](OCC)[C@@H]2CCCO)cc1	93.3	0.0	-6.0	0.1	0.64	8.7	·	17.1	·	-17.1
CC1(c2ccc(Cl)cc2)NC(=O)N(CC(=O)NC(=O)NCc2ccco2)C1=O (stereo unspecified)	97.7	0.7	-9.0	-0.2	1.09	2.6	103.8	-17.3	-0.2	17.3
CCCC(=O)Nc1sc2c(c1C(=O)OC)C(C(=O)OC)CC2 (stereo unspecified)	103.4	0.1	-0.3	-0.1	0.96	-2.4	98.1	14.3	4.4	-14.3
c1coc(CNc2nc(-c3ccncc3)cs2)c1	101.2	1.1	10.6	-0.3	1.53	-1.3	91.4	44.7	13.1	-44.7
COc1ccc(C(=O)NCC(=O)OCC(=O)N2N=C(c3ccc(Cl)cc3)CC2c2ccco2)cc1OC (stereo unspecified)	102.6	4.0	-3.4	-0.2	1.11	-4.3	84.8	21.2	20.7	-21.2
Nc1ccccc1OCP(=O)(c1ccccc1)c1ccccc1	92.7	1.9	-6.1	-0.4	1	8.2	96.9	-6.9	1.6	6.9
O=C1CCC(C(=O)N(Cc2cccs2)C2(C(=O)NC3CCCCC3)CCCCC2)N1 (stereo unspecified)	93.3	3.3	-1.4	-0.4	1.27	6.1	105.1	11.1	-2.6	-11.1
CC(=O)Nc1ccc2nc(C)n(Cc3ccc(Cl)cc3)c(=O)c2c1	101.4	2.6	-0.3	-0.3	1.6	-1.5	104.4	23.1	-4.3	-23.1
CCC(C)(C)NC(=O)C1CCCN1C(=O)NC1CCCCC1 (stereo unspecified)	102.6	1.2	-3.7	-0.3	0.97	-3.9	105.7	15.4	-5.3	-15.4
O=C(NCc1ccco1)C1CCN(c2nnc(-n3cccc3)s2)CC1	106.2	1.1	4.2	-0.2	1.34	-9.7	102.5	23.6	-3.9	-23.6
Cc1ccc(S(=O)(=O)N2CCOCC2)cc1NC(=O)c1cc2c(s1)CCC2	100.4	2.3	-7.9	-0.5	0.75	-0.4	104.4	·	-7.0	·
CC1(C)OC(=O)N(c2cccnc2)C1(C)O (stereo unspecified)	90.4	1.8	-0.6	-0.1	1.05	10.4	104.8	22.9	-5.9	-22.9
The listing continues:
SMILES	STAT1 act	RAM inhibit	FLuc inh counter	Hsp70 act	NF-kB expr up	STAT1 blocker	STAT3 activator	APP 5'UTR act	STAT3 blocker	APP transl inh
O=C(c1ccco1)N1CCN(C(=O)c2ccc(COc3ccc(F)cc3)o2)CC1	99.1	0.1	-0.5	-0.2	0.68	1.0	103.4	-3.9	0.2	3.9
CSCCC(NS(=O)(=O)c1ccc(C)c(C(=O)O)c1)C(=O)O (stereo unspecified)	105.8	0.2	6.5	-0.2	1.28	-8.9	98.8	18.5	3.2	-18.5
N#Cc1c2n(c(=S)n(-c3ccccc3[N+](=O)[O-])c1=O)CCCCC2	91.0	0.9	2.8	0.3	1.19	6.7	99.7	-7.6	5.0	7.6
O=C(NC1CCCCC1)C(Cc1ccccc1)N1C(=O)C2C3CCC(C3)C2C1=O (stereo unspecified)	104.5	1.8	-6.9	0.4	0.56	-5.0	103.3	4.3	6.3	-4.3
CC(C)(C)NC(=O)Nc1ccc(Cn2cc(C(F)(F)F)ccc2=O)cc1	88.6	0.7	-3.4	0.1	1.15	12.3	105.9	2.4	1.8	-2.4
Cc1cccc(N2CCN(c3cccc(C)c3)C2c2cccnc2)c1	116.5	4.8	-3.6	-0.3	3.15	-18.0	91.7	9.3	11.9	-9.3
O=C(/C=C/c1ccc(S(=O)(=O)N2CCOCC2)cc1)NC(=S)Nc1ccc(Cl)cc1Cl	100.8	4.1	-6.2	0.1	0.92	-3.9	106.5	-1.3	-2.8	1.3
C1CCC(C23CC4CC(CC(C4)C2)C3)NC1 (stereo unspecified)	100.7	0.5	-5.2	-0.4	1.33	-0.7	97.9	-7.6	3.6	7.6
Cc1ccc(-c2nc(CS(=O)CC(=O)NCc3ccccn3)c(C)o2)cc1 (stereo unspecified)	100.3	0.3	-5.2	-0.1	1.04	-0.4	97.8	-18.3	11.1	18.3
C=CCSC1=NC(N)=C(C#N)C2(CCCCC2)C1C(N)=O (stereo unspecified)	104.3	2.0	-4.9	-0.1	1.22	-3.1	94.3	-8.2	11.2	8.2
Cc1ccc(-c2noc(CCC(=O)NCC3CCN(Cc4cccc(C)c4)CC3)n2)cc1	94.7	-0.3	-1.1	-0.1	0.57	5.8	98.3	-21.5	5.2	21.5
Nc1nnc2c(n1)CCCC2	91.4	0.3	-2.0	-0.2	0.95	9.4	95.6	-2.9	7.6	2.9
Cc1ccc(/C=C/c2nnc(-c3cccs3)o2)cc1	91.0	2.5	50.9*	-0.2	5.15*	10.0	51.9	1.8	63.8*	-1.8
COc1ccc2c(c1OC)C(=O)OC2Nc1ccccc1S(=O)(=O)C(F)F (stereo unspecified)	89.4	0.8	-1.5	-0.5	1.03	9.8	95.9	-3.1	9.2	3.1
CC(=O)NC(c1ccc(C)cc1)c1cc([N+](=O)[O-])c2cccnc2c1O (stereo unspecified)	104.7	2.0	-7.6	-0.1	0.85	-6.5	103.5	-6.0	1.2	6.0
COc1ccc(-c2nnn(CC(=O)N(CCO)C(C(=O)NC3CCCC3)c3ccc(F)cc3)n2)cc1 (stereo unspecified)	95.3	4.3	-2.4	-0.6	0.97	5.1	98.1	4.2	6.1	-4.3
CN(C(=O)Nc1ccc(Cl)c(Cl)c1)c1ccccc1C(=O)O	102.5	0.0	-3.1	-0.3	1.07	-0.2	93.3	-9.2	6.0	9.2
CCN(CC)CCN1C(=O)C(O)=C(C(=O)c2ccco2)C1c1ccccn1 (stereo unspecified)	102.6	-0.6	-9.6	-0.3	1.33	-2.8	98.8	-10.4	-0.1	10.4
CSc1nc(N2CCOCC2)c2c3c(sc2n1)CCC3	94.2	3.6	-5.4	-0.2	0.86	6.8	109.7	-5.1	-8.4	5.1
O=[N+]([O-])c1ccc(O)c(C=Nc2ccc3c(c2)OCCO3)c1	110.9	-1.0	1.3	-0.3	0.94	-12.2	63.6	-7.2	44.5*	7.2
O=C(O)C1CCN(c2ccccc2[N+](=O)[O-])CC1	101.9	1.3	-6.1	-0.3	1.08	-4.7	101.0	13.6	0.4	-13.6
COC(=O)CNC(=O)c1ccccc1F	97.9	0.5	-10.3	-0.4	1.13	2.3	97.5	10.5	8.4	-10.5
O=C(CSc1nc2ccccc2[nH]1)c1cccs1	136.2*	-0.1	5.4	-0.2	3.8*	-38.0	90.5	161.9*	17.2	-161.9
N/C(=N\N=C\c1cccs1)SC1CC(=O)N(c2cccc([N+](=O)[O-])c2)C1=O (stereo unspecified)	104.2	1.6	-3.2	-0.2	1.05	-8.0	107.3	9.4	-3.8	-9.4
Cc1cccc(NC(=S)NCc2ccncc2)c1C	100.9	2.5	-0.4	-0.4	1.23	-1.0	91.8	-4.1	12.4	4.1

Full records as entered above.
Results for O=[N+]([O-])c1ccc(O)c(C=Nc2ccc3c(c2)OCCO3)c1 = STAT1 act = 110.9; RAM inhibit = -1.0; FLuc inh counter = 1.3; Hsp70 act = -0.3; NF-kB expr up = 0.94; STAT1 blocker = -12.2; STAT3 activator = 63.6; APP 5'UTR act = -7.2; STAT3 blocker = 44.5*; APP transl inh = 7.2
Results for COc1ccc2c(c1OC)C(=O)OC2Nc1ccccc1S(=O)(=O)C(F)F (stereo unspecified) = STAT1 act = 89.4; RAM inhibit = 0.8; FLuc inh counter = -1.5; Hsp70 act = -0.5; NF-kB expr up = 1.03; STAT1 blocker = 9.8; STAT3 activator = 95.9; APP 5'UTR act = -3.1; STAT3 blocker = 9.2; APP transl inh = 3.1

The list goes on:
SMILES	STAT1 act	RAM inhibit	FLuc inh counter	Hsp70 act	NF-kB expr up	STAT1 blocker	STAT3 activator	APP 5'UTR act	STAT3 blocker	APP transl inh
O=C(NCC1CCCO1)/C(=C\c1ccc(Cl)cc1)NC(=O)c1ccccc1 (stereo unspecified)	102.8	2.8	-3.0	0.2	1.18	-3.1	92.8	9.8	14.7	-9.8
COc1ccc(Nc2cc(C(=O)NCc3ccccn3)c3ccccc3n2)c(OC)c1	106.2	1.8	24.1	-0.2	0.83	-4.8	100.8	11.4	4.1	-11.4
CCOC(=O)CNC(=O)c1sc2nc(C)cc(C)c2c1N	111.5	-0.8	0.3	0.1	1.28	-12.6	90.5	13.0	15.9	-13.0
O=C(c1ccc(-n2cnnn2)cc1)N1CCCCC1	89.7	3.2	-6.3	-0.2	1.11	11.2	92.5	25.3	13.7	-25.3
O=C(O)c1cccnc1SCc1cccc(Cl)c1	99.7	3.2	-0.7	-0.3	0.92	-0.3	93.6	17.6	9.9	-17.6
COc1cc2c(cc1NC(=S)Nc1ccccc1C)oc1ccccc12	114.4	1.7	3.3	0.0	1.68	-11.9	87.5	·	15.1	·
CN1CCN(C(c2cccc(C(F)(F)F)c2)c2nnnn2Cc2ccccc2)CC1 (stereo unspecified)	96.1	0.2	-5.3	-0.2	1.07	5.4	102.2	13.2	4.0	-13.2
